PRMT1 FP inh: PRMT1 (human) inhibition, primary screen. recombinant PRMT1, activity-based probe fluorescence polarization. actives 1.3% (n = 370,000). Q99873. inhibition, % at 2.79 µM;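 active means inhibition above about 21% made by adding two undisclosed values, limit read from the data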
NR1D1 modulator: modulators of human Rev-erb alpha DNA binding; AID 1259318; actives 0.79% (n = 370,000); activity, % at 10 µM; P20393; Rev-erbα–FITC-DNA binding, fluorescence polarization, 90 min;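 active means activity above about 14%, limit read from the data; passing the limit was not always enough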;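 further: 0% = DMSO wells with 35 nM protein and 100% = DMSO wells with 750 nM protein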
LEDGF integ inh: blocks HIV-1 LEDGF/p75-dependent DNA integration; TR-FRET IN-LEDGF/p75 DNA integration, Eu/Cy5; inhibition, % at 3.7 µM; actives 0.64% (n = 370,000); AID 743269;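 active means inhibition above the screen-wide mean plus 3 SD, cut at about 13% in these data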;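 further: signal is the Cy5 over europium emission ratio at 671 and 618 nm; 0% = plate median of compound wells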
rCAG RNA binder: molecules binding r(CAG) RNA repeats. inhibition, % at 3 µM. r(CAG) RNA repeat, TO-PRO-1 dye displacement fluorescence. AID 651821. actives 1.3% (n = 370,000);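 active means inhibition above the plate cutoff, the mean of all test compounds on that plate plus 3 SD, cut at about 35% in these data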;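 further: 0% = DMSO alone and 100% = 100 µM mitoxantrone as full dye displacement; higher means more dye released from RNA so lower well fluorescence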
HTRA1 inh: inhibitors of human serine peptidase HTRA1; Q92743; recombinant HTRA1, FP-rhodamine activity-based probe, fluorescence polarization; inhibition, % at 5.96 µM; actives 0.5% (n = 340,000); in the data active means inhibition above about 36%;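 further: 0% = enzyme with DMSO and 100% = wells lacking enzyme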
Target sequence (Q92743 whole entry, looked up): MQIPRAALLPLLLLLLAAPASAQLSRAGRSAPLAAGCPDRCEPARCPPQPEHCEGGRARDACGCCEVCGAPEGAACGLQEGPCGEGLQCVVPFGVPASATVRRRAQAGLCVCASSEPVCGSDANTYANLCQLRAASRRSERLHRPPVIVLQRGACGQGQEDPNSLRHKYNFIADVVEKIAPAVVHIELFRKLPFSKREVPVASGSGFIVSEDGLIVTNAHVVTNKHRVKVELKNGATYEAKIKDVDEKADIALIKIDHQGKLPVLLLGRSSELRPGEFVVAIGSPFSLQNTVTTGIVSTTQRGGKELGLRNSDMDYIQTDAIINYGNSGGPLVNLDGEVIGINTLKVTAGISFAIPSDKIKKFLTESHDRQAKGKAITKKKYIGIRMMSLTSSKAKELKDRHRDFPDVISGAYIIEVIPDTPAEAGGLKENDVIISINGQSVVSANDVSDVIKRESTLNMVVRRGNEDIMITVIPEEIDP
TCR CD3 inh: inhibitors of human TCR-CD3 interaction. TAMRA-labeled TCR probe fluorescence, biochemical. inhibition, % at 9.4 µM. actives 0.37% (n = 360,000). AID 651800; in the data active means inhibition above about 19%;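 further: recombinant mutant TCR 2C K166C tagged with TAMRA read by polarization; 0% = receptor in buffer alone and 100% = receptor with positive control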
mABHD4 FP: inhibitors of mouse ABHD4 | inhibition, % at 8.92 µM | actives 0.54% (n = 370,000) | AID 720543 | purified mABHD4, FP-Rh probe fluorescence polarization;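 active means inhibition exceeding the mean over every tested compound plus 3 SD, cut at about 30% in these data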;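 further: 0% = plate median of compound wells and 100% = S159A mutant with DMSO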
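Assay system: mABHD4 protein; medium: HEPES pH 7.0, NaCl, Pluronic buffer; dosing: 8.92 µM, single dose; schedule: 45 min + 60 min at 25 °C; signal: FP readout, ex 525 nm / em 598 nm; read-out: normalized percent inhibition of probe labeling; repeats: single replicate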
PG9 Ab binder: small molecules binding HIV-1 gp120 antibody PG9; actives 0.43% (n = 360,000); inhibition, % at 6.7 µM; AID 624416; TR-FRET gp120-PG9 antibody binding; in the data active means inhibition above about 8.5%
UHRF1 MBD2 ctr: blocks human UHRF1 binding to methylated DNA. AID 687016. UHRF1 binding to methylated oligo, TR-FRET. Q96T88. actives 0.75% (n = 370,000). inhibition, % at 4.4 µM; in the data active means inhibition above about 21%;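 further: UHRF1 SRA domain binding a hemimethylated CpG hairpin DNA probe; 0% = median of test compound wells and 100% = reference inhibitor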
MBD2 inh: inhibitors of human MBD2 binding to methylated oligonucleotide; Q9UBB5; TR-FRET; inhibition, % at 4.4 µM; actives 0.31% (n = 370,000); in the data active means inhibition above about 13%
Target sequence (Q9UBB5 whole entry, looked up): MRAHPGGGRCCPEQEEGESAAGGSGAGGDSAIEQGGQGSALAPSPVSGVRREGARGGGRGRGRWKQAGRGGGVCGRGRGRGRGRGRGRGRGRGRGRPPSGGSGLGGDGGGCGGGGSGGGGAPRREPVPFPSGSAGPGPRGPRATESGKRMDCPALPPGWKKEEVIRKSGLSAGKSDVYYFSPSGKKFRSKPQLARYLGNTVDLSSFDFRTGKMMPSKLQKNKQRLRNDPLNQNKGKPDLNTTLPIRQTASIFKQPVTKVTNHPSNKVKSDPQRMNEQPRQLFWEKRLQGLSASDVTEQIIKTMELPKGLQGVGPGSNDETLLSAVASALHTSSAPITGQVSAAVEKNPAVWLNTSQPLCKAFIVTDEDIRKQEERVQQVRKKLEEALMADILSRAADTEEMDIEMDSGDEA
* marks the source's active call; other numbers are inactive results; · = no result given.

SMILES | PRMT1 FP inh | NR1D1 modulator | LEDGF integ inh | rCAG RNA binder | HTRA1 inh | TCR CD3 inh | mABHD4 FP | PG9 Ab binder | UHRF1 MBD2 ctr | MBD2 inh
CCc1cc(=O)oc2c3c(cc(OCC(=O)NCc4cccnc4)c12)OC(C)(C)CC3 | -2 | 7 | 3 | -5 | -1 | 0 | -3 | 1.9 | -1 | 1
[N-]=[N+]=NC1C[C@H](n2ccc(=O)[nH]c2=O)O[C@@H]1CO (stereo partly specified) | 5 | -2 | 3 | 1 | 10 | -7 | -14 | 0.1 | 3 | 1
CCOc1c(Cl)cc(CNc2nnnn2C)cc1OC | 4 | -2 | 1 | -1 | 6 | -2 | 6 | 0.6 | 2 | 1
Cc1ccc(NC(=O)c2snc3ccc(Cl)cc23)cc1C | -1 | 0 | -5 | 0 | 2 | 3 | 6 | -1.9 | -3 | -2
O=C(C1CCCO1)N1CCN(C(=S)Nc2ccc(Cl)c(Cl)c2)CC1 (stereo unspecified) | 1 | 1 | 1 | -2 | 1 | 2 | 5 | -0.8 | 0 | -2
O=C(CSc1cn(CC(=O)N2CCCCC2)c2ccccc12)NCC1CCCO1 (stereo unspecified) | 4 | -2 | -2 | -5 | 0 | 3 | -3 | -1.7 | 1 | 2
Cc1cc(C)c(C#N)c(N2CCN(CCOc3ccc(Cl)cc3)CC2)n1 | 0 | 4 | -3 | -8 | -12 | 0 | 5 | -1.0 | 10 | 1
CC(OC(=O)c1ccc(Cl)nc1)C(=O)NC1CCCC1 (stereo unspecified) | 0 | 4 | -2 | 0 | -1 | -5 | 0 | 0.8 | -3 | -8
CCN(CC)CCCNC(=O)CCc1ccccc1 | 0 | -2 | 1 | -3 | 1 | -3 | 1 | -2.6 | 4 | 3
CC(=O)Nc1ccc(S(=O)(=O)/N=C2/NC(=O)/C(=C\c3ccco3)S2)cc1 | 35* | -3 | 23* | 57* | -4 | 15 | 15 | -1.1 | 31* | 4
COc1ccc(C2C3=C(CCCC3=O)N(CC(=O)O)C3=C2C(=O)CCC3)cc1 | -1 | 2 | 2 | 6 | 4 | 10 | -1 | 0.8 | -5 | -11
O=C(CCc1ccccc1)N1CCN(c2ccccc2F)CC1 | 1 | -3 | -1 | -5 | 4 | -7 | 10 | 1.1 | 0 | 7
COC(=O)C1=C(C)N(Cc2cccc(C(F)(F)F)c2)C(=NCc2ccccc2)NC1c1ccccc1C(F)(F)F (stereo unspecified) | 1 | -4 | -3 | 4 | · | 2 | 8 | 0.6 | 0 | -2
CN(c1ccccc1)S(=O)(=O)c1cccc(NC(=O)CSc2nnc(C3CC3)n2C)c1 | 3 | 3 | 2 | 5 | -9 | 0 | 1 | -1.4 | -1 | -1
CCc1ccc(S(=O)(=O)Nc2ccc(-c3ccc4nncn4n3)cc2)s1 | 4 | -5 | -4 | 6 | -9 | -3 | 11 | 1.5 | 23* | 0
O=C(NN=Cc1ccc2c(c1)CCC2)c1ccccc1[N+](=O)[O-] | -5 | 0 | 2 | 2 | -12 | 0 | -7 | -1.1 | 3 | -7
COC(=O)c1cc(OC)c(OC)cc1NC(=O)CSc1ccccc1 | 2 | -4 | 1 | 3 | -5 | 1 | -10 | 0.2 | -2 | 0
CCOC(=O)C1CCN(c2c([N+](=O)[O-])c(C(Cl)Cl)nn2-c2ccccc2)CC1 | -2 | 0 | -3 | -4 | -9 | 7 | -9 | 0.3 | -4 | 2
COc1ccc(OC)c(CN2CCN(C(=O)c3cccs3)CC2)c1 | 0 | -1 | 3 | -3 | 1 | -2 | 11 | 0.3 | 6 | 1
CC(=O)N(c1ccccc1C)c1ccccc1C | 2 | 5 | 0 | -1 | 5 | -4 | 0 | -0.9 | 1 | 2
N#Cc1ccccc1OC[C@@H](O)CN1CCC(C(O)(c2ccccc2)c2ccccc2)CC1 | -3 | 4 | -1 | 2 | · | · | -6 | · | -3 | 1
CCN(CC)S(=O)(=O)c1cc(NS(=O)(=O)c2cccs2)ccc1C | 2 | 6 | 0 | 6 | -5 | -10 | 3 | 0.2 | -2 | 2
CCCCNC(=O)N1CCOCCOCCN(C(=O)NCCCC)CCOCCOCC1 | -3 | 3 | 1 | -11 | 6 | 3 | 2 | -2.4 | -2 | 6
Cc1cccc(C)c1NC(=O)CN1CCN(CCCC(c2ccc(F)cc2)c2ccc(F)cc2)CC1 | -6 | 3 | 5 | 1 | -16 | 1 | -8 | -0.5 | -1 | -5
O=C1NC(Cc2ccccc2)c2nc3ccc(Cl)cc3c(=O)n2-c2ccccc21 (stereo unspecified) | -2 | -5 | 3 | 6 | · | 3 | -7 | 1.5 | 0 | -1
COc1cc2c(cc1OC)C(c1c(Cl)cccc1Cl)=NCC2 | 0 | 2 | 6 | 1 | · | -9 | -14 | 0.6 | 3 | -6
CCN1C(=O)[C@H]2[C@@H](c3ccc(C)cc3)N3C(=O)N(c4ccc(C)cc4)C(=O)[C@@]3(Cc3ccc(Cl)cc3)[C@H]2C1=O | 0 | -1 | 2 | 7 | -6 | 7 | -9 | 0.2 | 0 | 3
COc1ccccc1-c1ccc(SCC(=O)NC2CCCCC2)nn1 | 3 | -1 | -1 | -6 | 0 | -9 | 0 | 0.2 | -2 | -1
CCn1nc(C(=O)OCc2c(C)noc2C)c2ccccc2c1=O | -1 | -5 | -1 | -6 | -7 | -3 | 4 | -1.3 | -2 | 0
Cc1cc(C)n2nc(C(=O)OCC(=O)c3ccc(F)cc3)nc2n1 | 4 | -1 | 5 | 17 | -6 | 0 | -10 | 3.4 | 5 | 2
COc1ccc(-c2ccc3c(c2)c(Sc2ccccc2)c(-c2cc(OC)cc(OC)c2)n3C)cc1 | -5 | 40* | 7 | 6 | · | -1 | -1 | 17* | -1 | -8
COc1ccccc1NC(=O)CN(c1ccc([N+](=O)[O-])cc1)S(=O)(=O)c1ccccc1 | 0 | 3 | -1 | 1 | -9 | -1 | -2 | -2.3 | 1 | -1
C[C@H](NC(=O)[C@H]1N2C(=O)c3ccccc3C2SC1(C)C)C(=O)NCc1ccncc1 (stereo partly specified) | 11 | 1 | -6 | 3 | 0 | 2 | 0 | 2.3 | 4 | 1
Cc1ccc(NC(=S)NCc2ccccc2)cc1C | -2 | -3 | 0 | -2 | -4 | 4 | -1 | -3.2 | 1 | 0
COc1ccc(-c2cc(-c3nnc(SCc4ccc([N+](=O)[O-])cc4)n3N)[nH]n2)cc1 | -4 | -1 | -1 | 10 | · | · | 5 | · | -1 | 1
O=C1CC(c2ccccc2)CC(O)=C1C=NCc1ccccc1 (stereo unspecified) | 0 | 1 | -1 | -7 | -5 | 0 | 2 | -1.2 | 0 | 2
Cc1cc(C)cc(CC2CC(=O)N(c3ccc(Cl)cn3)C2=O)c1 (stereo unspecified) | 0 | 3 | -1 | 1 | 2 | -1 | 3 | -0.1 | -3 | -2
COc1ccccc1NC(=O)CCCC(=O)OCC(=O)c1ccc(F)cc1 | -3 | 7 | 1 | -2 | -3 | 13 | 1 | -0.4 | 2 | -4
O=C(CSC1=NCCS1)NC1CCCCC1 | 4 | 5 | -4 | 0 | 3 | 1 | 6 | -2.6 | 2 | 3
CCCOc1ccccc1OCC(=O)N1CCN(S(=O)(=O)c2ccc(Cl)cc2)CC1 | -2 | 2 | -3 | 0 | -1 | -3 | -5 | 1.0 | -3 | 0
COc1ccccc1NC(=S)N1CCN(Cc2ccccc2)CC1 | -3 | -2 | 7 | 1 | 4 | -4 | -4 | -2.9 | 1 | -6
CC1CN(c2ccc([N+](=O)[O-])cc2Cl)CCN1S(C)(=O)=O (stereo unspecified) | 0 | -7 | 4 | 0 | -1 | 4 | 5 | -0.8 | -1 | -4
COC(=O)CSc1nc(-c2ccc(C)cc2)c2c(c1C#N)CCCC2 | 2 | 7 | 0 | 5 | 0 | 3 | -5 | 0.3 | 2 | -1
NC(=O)c1ccc(NC(=O)CSc2cn(CC(=O)N3CCOCC3)c3ccccc23)cc1 | -1 | -1 | 3 | 3 | 1 | 4 | 0 | -3.1 | 3 | 2
Cc1cc(C(=O)NCC(=O)O)c(C)o1 | -2 | -9 | -3 | 4 | -1 | 1 | 5 | -1.5 | -3 | -1
O=C(COC(=O)c1cccnc1Cl)c1ccc(F)cc1 | 1 | -4 | -1 | -3 | 0 | -1 | 3 | -1.1 | 2 | 3
CC(=O)c1cc(C(C)=O)c(C)nc1C | 2 | -4 | 0 | 0 | 0 | 1 | 3 | 2.2 | 20 | 11
C=CCNc1cccc2c1S(=O)(=O)N[C@@H](CC(C)C)CO2 | 2 | -1 | 2 | 4 | · | 9 | -5 | 0.0 | 5 | 0
COc1ccc(Cn2c(SCC#N)nc3ccc(N4CCOCC4)cc3c2=O)cc1 | 14 | 3 | 2 | 15 | -4 | -4 | 19 | -2.1 | 0 | 5
OCC[C@H]1C[C@H](O)[C@@H](O)[C@@]2(Cc3ccccc3CCO2)O1 | -2 | 2 | 1 | -1 | -6 | 2 | -1 | -0.5 | -3 | 3
CCCn1c(CCC(=O)O)nc2cc(S(=O)(=O)N(CC)CC)ccc21 | 1 | -3 | -2 | -1 | 3 | 2 | 1 | 0.5 | 0 | -2
CN(Cc1cnn(C)c1)Cc1nc(C(c2ccccc2)c2ccccc2)no1 | 0 | -3 | -3 | -4 | -12 | 1 | -1 | -1.5 | 1 | 2
C/C(=N\OCC(=O)Nc1ccccc1C(C)(C)C)c1ccc2c(c1)OCCO2 | 3 | 7 | 4 | -6 | -16 | 4 | 3 | -1.3 | 2 | -1
COCCCNCC(=O)Nc1ccc(OC(F)(F)F)cc1 | 0 | 3 | -1 | 0 | 8 | -6 | 8 | -1.8 | 17 | 0
Cc1ccc(N2C(=O)NC(NC(=O)C(C)(C)C)(C(F)(F)F)C2=O)cc1C (stereo unspecified) | -1 | -6 | 1 | 0 | -4 | 9 | 6 | 1.4 | 0 | -2
Cn1cccc1CNC(=O)Nc1ccc(Cl)cc1 | 2 | -5 | -1 | 7 | 12 | 11 | 6 | 0.5 | 0 | -3
O=C(NCc1ccc(Cl)cc1)C1CCCN(c2ncccn2)C1 (stereo unspecified) | 0 | -1 | -1 | -1 | · | · | 2 | · | 4 | -2
COC(=O)c1cc(NC(=O)Cc2cccs2)cc(C(=O)OC)c1 | 0 | -15 | 1 | 23 | -9 | 4 | 6 | -0.1 | 3 | 1
Cc1ccc(N(Cc2ccco2)C(=O)c2cccc(S(=O)(=O)N(C)C)c2)cc1 | 0 | 3 | -3 | -3 | -4 | 3 | 2 | 0.6 | 0 | -3
COc1ccc(C2CC(=O)Oc3cc4c(cc32)OCO4)cc1 (stereo unspecified) | -3 | -4 | 0 | 3 | 6 | 8 | 7 | -1.7 | 0 | 5

Random excerpt: 2 entries already listed, in no set order.
SMILES | PRMT1 FP inh | NR1D1 modulator | LEDGF integ inh | rCAG RNA binder | HTRA1 inh | TCR CD3 inh | mABHD4 FP | PG9 Ab binder | UHRF1 MBD2 ctr | MBD2 inh
COCCCNCC(=O)Nc1ccc(OC(F)(F)F)cc1 | 0 | 3 | -1 | 0 | 8 | -6 | 8 | -1.8 | 17 | 0
COc1ccc(Cn2c(SCC#N)nc3ccc(N4CCOCC4)cc3c2=O)cc1 | 14 | 3 | 2 | 15 | -4 | -4 | 19 | -2.1 | 0 | 5

Screening data as filed in PubChem.

A portion of the library; count on the stated rates, not on these rows.
